High-throughput results from PubChem.
DUSP3 inh = DUSP3 (human) phosphatase inhibition; actives 0.52% (n = 290,000); inhibition, % at 13.3 µM; recombinant VHR phosphatase, pNPP absorbance; in the data active = inhibition above about 50%; also: some compounds called inactive have numbers as strong as hits
PfHsp40 yeast = rescue of PfHsp40-mediated yeast toxicity. growth rescue, % at 12.5 µM. AID 504582. actives 0.68% (n = 340,000). S. cerevisiae expressing PfHsp40, growth rescue, ATP luminescence; in the data active = growth rescue above about 28%, passing the limit was not always enough; inconclusive = no clear call, values can overlap the other calls;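 also: yeast W303a lacking pdr1 and pdr3 grown in galactose medium; growth measured after three days at 30 °C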
BoNT A protease = blocks Botulinum neurotoxin A light chain protease. multiplex microsphere protease substrate cleavage, flow cytometry. inhibition, % at 10 µM. actives 0.17% (n = 360,000); also: plate controls were buffer without enzyme for full effect and enzyme alone for no effect
Anthrax LF inh2 = blocks Bacillus anthracis lethal factor protease; actives 0.12% (n = 360,000); AID 588501; multiplex microsphere protease cleavage assay, LF; inhibition, % at 10 µM; P15917; also: plate controls were buffer without enzyme for full effect and enzyme alone for no effect
SSB-PriA inh = inhibitors of Klebsiella pneumoniae PriA binding to SSB C-terminal tail. AlphaScreen SSBct-PriA binding, biotinylated peptide. inhibition, % at 33 µM. actives 0.6% (n = 430,000); in the data active = inhibition mostly above about 37%, no sharp cut-off; inactive = mostly below about 20%;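 also: plate controls were negative control peptide for no effect and reference peptide for full effect; strong numbers were not always called active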
TcdB inh = inhibitors of Clostridioides difficile toxin B glycohydrolase; TcdB glycohydrolase enzymatic assay, plate reader; inhibition, % at 9.99 µM; actives 0.24% (n = 350,000); in the data active = inhibition above about 10%
Yp Topo-I inh = blocks Yersinia pestis topoisomerase I activity. activity, % at 10 µM. Y. pestis Topo-I cleavage product accumulation, plate reader. actives 0.064% (n = 360,000); in the data active = activity above about 50%, passing the limit was not always enough; inconclusive = no clear call, values can overlap the other calls; also: inactives centre near 2
3CLpro inhibitor = SARS-CoV 3CLpro protease inhibition; recombinant SARS-CoV 3CLpro, quenched FRET peptide cleavage; actives 0.14% (n = 290,000); inhibition, % at 6 µM; in the data active = inhibition above about 12%
CCHFV vOTU inh = blocks the CCHF virus ovarian tumor domain protease; CCHFV vOTU protease, Pep-AMC fluorescence; inhibition, % at 11.5 µM; actives 0.55% (n = 370,000); AID 651958; in the data active = inhibition above about 30%; also: 0% = vehicle wells with enzyme and 100% = no enzyme wells
BH1578 lux ind = induces V. cholerae light production without autoinducers | V. cholerae BH1578 lux reporter, luminescence, 6 h | activation, % at 18.7 µM | actives 0.16% (n = 350,000) | AID 588436; in the data active = activation mostly above about 9.7%, no sharp cut-off; inconclusive = no clear call, values can overlap the other calls; inactive = mostly below about 3.7%; also: not every result past the cut was called active; inactives centre near 0; reference of the scale not given here
* = called active by the depositor; i = inactive; ? = inconclusive; . = not tested or not shown. Rule as the data show it, unless noted: active = inhibition above about 30%; inconclusive = no clear call, values can overlap the other calls; inactive = below that.

SMILES	DUSP3 inh	PfHsp40 yeast	BoNT A protease	Anthrax LF inh2	SSB-PriA inh	TcdB inh	Yp Topo-I inh	3CLpro inhibitor	CCHFV vOTU inh	BH1578 lux ind
Cc1cc(=O)oc2cc(OCC(=O)Nc3ccc(CN4CCOCC4)cc3)c(Cl)cc12	-17	-0.2	0.2	2	-1	0.3	5	-3	9	-0.4
Cc1ccc(CNS(=O)(=O)c2cccc3nsnc23)cc1	11	-0.7	-0.5	1	-15	1.5	1	-4	9	-0.1
O=C(CCC(=O)c1cccs1)OCc1nnc(-c2ccccc2)o1	4	-1.2	0.1	-1	11	.	9	1	-5	7.7
Clc1cc(I)cc(Cl)c1NC1=NCCN1	.	-0.1	0.0	4	-8	0.6	-3	.	-9	-0.1
CC(COC(=O)c1ccccc1)(COC(=O)c1ccccc1)/[N+]([O-])=C/c1ccccc1	-3	0.8	-0.1	2	0	-0.2	-7	-2	-6	-0.3
COc1ccc(C(=O)N/N=C/c2ccc(OC)c(COc3ccc(F)cc3F)c2)cc1	10	-0.2	0.3	-1	.	-0.6	21	6	20	-0.6
COc1ccnc(N=CNOCc2ccc(Cl)cc2)c1C#N	-3	-0.5	1.0	5	-7	1.1	-6	3	-12	i
COc1ccc(NC(=O)c2oc3ccccc3c2NC(=O)C(C)(C)C)cc1	17	2.7	-0.1	-4	-5	.	8	2	6	-0.3
Cc1ccccc1-n1nc(C(=O)O)cc1-c1ccccc1	22	-2.1	0.1	1	1	.	-1	2	0	-0.3
COC(=O)C1=CN(Cc2ccc(F)cc2)C=C(C(=O)OC)C1c1ccc(O)c(OC)c1	-25	-1.9	0.6	13	-5	-2.4	6	2	-7	-0.3
Cc1cc(OCC(C)C)ccc1/C(O)=C1/C(=O)C(=O)N(Cc2cccnc2)C1c1ccncc1 (configuration not stated)	18	2.0	0.0	0	.	.	-1	1	10	.
CCc1ccc(/C=C/C(=O)c2c(C)cc(C)[nH]c2=O)cc1	-2	-0.6	1.4	2	-8	.	13	-2	16	i
Cc1ccc2c(c1)C(=O)C(=O)N2Cc1ccc(C(F)(F)F)cc1	.	-0.3	-0.2	3	-12	1.6	-8	.	5	-0.5
O=C1/C(=C/N(C(=O)c2ccco2)c2ccc(Br)cc2)Sc2ccccc21	-7	-0.1	3.4	1	-2	.	-2	-3	.	-0.4
O=C(Oc1ccccc1)c1ccc2nccnc2c1	28	-1.1	-0.8	1	-17	.	10	-6	0	i
CCOC(=O)[C@]12CCC=C1N(CCC1=CCCCC1)C(=O)[C@H](CC(=O)N1CCCCC1)C2	.	.	0.1	4	.	1.3	.	.	1	.
NC(=O)CC(NC(=O)c1ccccc1)c1ccc(N2CCN(c3ccc(F)cc3)CC2)c([N+](=O)[O-])c1 (configuration not stated)	2	-0.3	-0.3	-3	-8	1.2	-8	-1	-5	i
COc1cc(C(=O)NCc2nnc(SCC(=O)NC3CCCC3)o2)cc(OC)c1OC	-7	-1.2	3.0	-1	-5	0.4	-3	5	6	-0.4
COc1ccc(Cl)cc1NC(=O)CCCC(=O)c1ccccc1	-5	0.0	-1.6	-18	-20	-6.5	-2	1	17	-7.7
CCn1c(COc2cccc(C)c2)nnc1SCC(=O)Nc1cccc(C(=O)O)c1	15	-1.4	0.4	0	-7	.	-5	-2	7	i
COc1ccc(/C=C/c2cc(=O)c3cc(Cl)ccc3o2)cc1	2	11	-0.1	-2	-12	7.9	-1	3	3	-0.4
O=C1NC(=O)/C(=C\c2ccc(O)cc2O)S1	36	-0.7	-1.1	-8	-8	-5.7	4	1	-11	-0.2
CCCCn1c(O)c(C(C)=NCc2cc(OC)cc(OC)c2)c(=O)[nH]c1=O	15	1.7	-1.0	5	-1	.	1	4	12	.
Cc1cc(C(=O)CCl)c(C)n1CCc1ccc(F)cc1	23	2.3	0.6	-1	7	0.9	3	9	8	-3.0
COc1cccc(OC)c1CN1CCCC(C(=O)c2ccccc2SC)C1 (configuration not stated)	34	0.2	-0.5	-3	1	0.1	5	1	6	-4.5

(listing goes on)
SMILES	DUSP3 inh	PfHsp40 yeast	BoNT A protease	Anthrax LF inh2	SSB-PriA inh	TcdB inh	Yp Topo-I inh	3CLpro inhibitor	CCHFV vOTU inh	BH1578 lux ind
COCCn1c(SCC(=O)NC2CCCC2)nnc1-c1ccncc1	20	-0.3	-2.7	3	-5	0.1	11	3	-2	-0.6
CC(C)CC(C(=O)O)N1C(=O)C2C3c4ccccc4C(c4ccccc43)[C@@H]2C1=O (some centres not stated)	14	-0.8	-3.0	3	-3	-1.3	-9	-3	0	-1.9
CCOc1cc(/C=C2/SC(=Nc3ccccc3)N(Cc3cccnc3)C2=O)ccc1OCC#N	13	1.7	0.0	0	2	.	0	7	9	0.9
COCc1cc(=O)[nH]c(/N=C(\N)Nc2ccc(C)cc2)n1	6	-1.0	?	0	.	.	-4	2	15	i
COc1ccccc1Oc1c(C)oc2c(CN(C)C)c(O)ccc2c1=O	10	-0.6	-0.7	-2	-1	0.1	-8	-2	-281	-0.2
c1ccc(C[C@H]2CN=C(Nc3ccccc3)N2CC2CCCC2)cc1	.	.	-1.1	-7	.	2.6	.	.	1	.
NNC(=O)c1n[nH]c2c1CC(C1CCCCC1)CC2 (configuration not stated)	.	-1.3	-0.1	-10	1	-0.3	15	.	2	-0.6
CON(C)C(=O)/C=C/CCCCNC(=O)OC(C)(C)C	.	0.0	0.4	2	-5	0.5	-9	.	6	i
Cc1ccc(N(C(C)C(=O)Nc2ccc(S(=O)(=O)N3CCOCC3)cc2)S(C)(=O)=O)cc1C (configuration not stated)	14	0.1	0.0	0	7	.	6	8	12	i
O=C(O)c1ccc(-c2nnn(Cc3ccccc3F)n2)cc1	13	-1.0	1.2	5	-11	-0.7	-11	0	8	-0.3
CC(=O)Nc1ccc(NC(=O)COC(=O)c2ccc(Cl)nc2)cc1	.	-0.1	-3.4	-5	-8	1.4	0	.	6	i
O=c1ncn(-c2ccccc2C(F)(F)F)c2ncccc12	-2	0.9	-2.7	-2	-12	0.3	-2	5	-13	-0.3
O=c1[nH]c(SCc2cccc([N+](=O)[O-])c2)nc2[nH]ncc12	13	-0.2	-0.1	1	-4	1.7	-10	7	4	-0.1
Cc1ccc(NCC(=O)Nc2cccc(S(=O)(=O)N(C)C)c2)cc1S(=O)(=O)N1CCCCCC1	.	-0.1	-3.4	0	3	0.1	30	.	19	-0.4
COc1ccc(-n2c(=O)c(CCC(=O)N3CCC(C)CC3)nc3ccccc32)cc1	.	-1.2	0.7	-7	-5	0.1	14	.	12	i
CCC(C)(C)NC(=O)C(c1cccs1)N(C(=O)c1ccn[nH]1)c1cccc(OC)c1 (configuration not stated)	28	-0.1	-0.3	-3	-2	1.2	5	-3	0	i
COc1ccc(C)c2sc(N(CCCN(C)C)C(=O)CS(=O)(=O)c3ccc(F)cc3)nc12	.	0.6	-0.4	-3	10	0.3	-5	.	0	i
Cn1cc(SCC(=O)N2CCOCC2)c2ccccc21	28	0.4	0.2	-4	-12	1.9	9	3	-1	-0.3
CN(C(=O)c1cccc(NC(=O)Cc2cccc(NC(=O)C3CCN(C(=O)C4CCCC4)CC3)c2)c1)C1CC1	.	-0.2	-0.6	-1	4	0.5	16	.	-6	i
COc1cc(C(=O)NNC(=S)NC(=O)c2ccc(Cl)cc2)cc(OC)c1OC	5	-0.3	-0.3	-2	12	.	-2	4	30*	-0.4
C/C(Cc1ccccc1)=N\NC(=O)CNC(=O)c1ccccc1F	-3	-1.0	0.0	-1	.	-1.7	-1	4	4	-0.2
Cc1cccc(COCC(CC(C)C)N2CCN(C(=O)c3ccc(C(F)(F)F)cc3)CCC2=O)c1 (configuration not stated)	-3	13	0.2	-1	-8	1.2	0	-1	18	0.5
Cc1cccc2cncc(OCc3nnc(SC(F)F)n3C)c12	26	-0.9	-0.4	-8	-10	1.5	7	5	13	-0.5
Cc1nn(CCC(=O)Nc2cccc(C#N)c2)c(C)c1S(=O)(=O)N1CCCCC1	5	0.6	6.4	9	-1	-0.3	5	0	10	-0.2
CCOC(=O)c1[nH]c(C)c(C(=O)NCc2cccnc2)c1C	-6	-2.1	-1.3	5	-6	0.1	-6	-7	1	-0.4

Continued.
SMILES	DUSP3 inh	PfHsp40 yeast	BoNT A protease	Anthrax LF inh2	SSB-PriA inh	TcdB inh	Yp Topo-I inh	3CLpro inhibitor	CCHFV vOTU inh	BH1578 lux ind
Cc1cc(Oc2ccc(=O)n(C)n2)nc(Oc2ccc(=O)[nH]n2)n1	12	-1.3	0.1	3	-18	.	5	7	3	.
COc1ccc(-c2csc(CCN3N=C(C)CC3=O)n2)cc1	26	1.0	0.7	0	-9	.	-7	-1	7	-1.3
COc1cccc(C(=O)CN2C3=NCCCN3c3ccccc32)c1	-6	5.6	.	.	-7	.	-6	-2	3	1.7
CC(C)CN(C(=O)COC(=O)c1ccccc1SCC(=O)N1CCCC1)C1CCS(=O)(=O)C1 (configuration not stated)	.	0.3	-0.7	-19	5	0.5	5	.	-4	-0.3
N#C/C(=C\c1cn(-c2ccccc2)nc1-c1cc2ccccc2o1)c1nc2ccccc2[nH]1	17	-0.8	0.8	-3	-12	.	3	2	-17	-0.4
CCOC(=O)CN(C(=O)Cn1nnc(-c2ccc(OC)cc2)n1)C(C(=O)NC1CCCC1)c1ccc(F)cc1 (configuration not stated)	22	-0.5	-2.3	-4	-12	0.9	5	8	-7	1.4
Cn1nnnc1SCc1ccccc1[N+](=O)[O-]	15	-1.2	0.5	-12	-3	.	-2	6	-6	.
COc1ccc(CC(=O)OCn2nnc3ccccc3c2=O)cc1	-22	0.6	-0.6	-1	-6	.	-14	-7	4	-0.6
COc1cc(NC(=O)c2cccs2)c(OC)cc1NC(=O)CCC(=O)Nc1ccc(C)cc1	-5	-0.7	-2.3	-4	-4	-0.2	-5	3	5	-0.4
Cc1cccc(C)c1NC(=O)CN(C)C(=O)Cn1c(=O)cnc2ccccc21	37	0.6	-0.1	5	-8	-3.0	4	-4	-1	0.4
Cc1nnc(SCC(=O)N2CCOCC2)[nH]c1=O	3	-1.6	-2.9	-5	-14	0.5	1	-1	1	0.1
CCOC(=O)C1CCN(C(C)C(=O)c2c[nH]c3ccccc23)CC1 (configuration not stated)	9	-2.8	0.9	3	-5	.	2	7	.	-0.8
O=S1(=O)C[C@@H](N2CCOCC2)[C@H](N2CCOCC2)C1	8	3.3	-0.5	-1	-12	.	4	-4	11	-0.3
C/C(=N\NC(=O)c1cccc(O)c1)c1cccc(NC(=O)c2ccc(F)cc2)c1	7	0.7	-1.7	-3	.	-1.3	-2	-5	-5	0.0
O=C(CN(C(=O)CNS(=O)(=O)c1ccccc1)c1ccc(Cl)cc1)NCC1CCCO1 (configuration not stated)	18	0.3	-3.0	3	-18	0.6	5	-1	-16	-0.2
Cc1occc(=O)c1OCc1c(Cl)cccc1Cl	-2	-0.9	-0.9	15	-5	0.7	0	-5	4	0.5
O=C(O)c1cc2c(ncc3c(=O)n(-c4ccccc4)[nH]c32)s1	.	.	-0.1	5	.	1.4	.	.	6	.

One compound at a time (already shown).
COc1cc(NC(=O)c2cccs2)c(OC)cc1NC(=O)CCC(=O)Nc1ccc(C)cc1 across the screens: DUSP3 inh: -5; PfHsp40 yeast: -0.7; BoNT A protease: -2.3; Anthrax LF inh2: -4; SSB-PriA inh: -4; TcdB inh: -0.2; Yp Topo-I inh: -5; 3CLpro inhibitor: 3; CCHFV vOTU inh: 5; BH1578 lux ind: -0.4
COc1ccc(-c2csc(CCN3N=C(C)CC3=O)n2)cc1 across the screens: DUSP3 inh: 26; PfHsp40 yeast: 1.0; BoNT A protease: 0.7; Anthrax LF inh2: 0; SSB-PriA inh: -9; TcdB inh: .; Yp Topo-I inh: -7; 3CLpro inhibitor: -1; CCHFV vOTU inh: 7; BH1578 lux ind: -1.3
Cc1occc(=O)c1OCc1c(Cl)cccc1Cl across the screens: DUSP3 inh: -2; PfHsp40 yeast: -0.9; BoNT A protease: -0.9; Anthrax LF inh2: 15; SSB-PriA inh: -5; TcdB inh: 0.7; Yp Topo-I inh: 0; 3CLpro inhibitor: -5; CCHFV vOTU inh: 4; BH1578 lux ind: 0.5

This is a subset; rates above refer to the full screens.
